# Pin1 inh – inhibitors of human Pin1. Q13526. Pin1 FP peptide displacement, HiFluor488, 10 min. Potency, µM (highest dose often 115 µM), without a hit: at the highest dose activity, negative = inhibition, usual class: inhibitors. 0.009% of 390,000 active. AID 504891; active means well fitted inhibition curve with a large enough effect in the polarisation, with a control signal flat, not every such curve was filed as active; inconclusive means small, poorly fitted or top-dose-only effect, or effect the other way, or a change in a side signal; inactive means no such curve, though single readings can be large or run the other way; the % refers to the polarisation; further: on the % scale 0 is the no-effect control and ±100 the full control effect
# Target sequence (Q13526 whole entry, looked up): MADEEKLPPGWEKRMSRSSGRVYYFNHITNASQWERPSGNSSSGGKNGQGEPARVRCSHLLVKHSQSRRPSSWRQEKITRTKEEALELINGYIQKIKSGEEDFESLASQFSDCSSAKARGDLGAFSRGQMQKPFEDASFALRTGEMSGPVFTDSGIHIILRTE
# JMJD2A Tudor – JMJD2A Tudor domain (human) inhibition. AlphaScreen JMJD2A-Tudor / H3K4me3 peptide binding. Potency, µM (top dose mostly 114 µM), for inactives: at the highest dose activity change, negative = inhibition, hits mostly inhibitors. AID 504339. 4.4% of 390,000 active. O75164; further: on the % scale 0 is the no-effect control and ±100 the full control effect; nearly all actives have a fitted effect of over 50% in size
# PGK inhibitor – blocks T. brucei phosphoglycerate kinase. P07378. PGK/GAPDH coupled, Kinase-Glo luminescence, 60 min. Potency, µM (doses to about 57.5 µM), inactives show top-dose activity change, negative = inhibition, most hits filed as inhibitors. 0.043% of 380,000 active; further: on the % scale 0 is the no-effect control and ±100 the full control effect; nearly all actives have a fitted effect of over 60% in size
# Target sequence (P07378 whole entry, looked up): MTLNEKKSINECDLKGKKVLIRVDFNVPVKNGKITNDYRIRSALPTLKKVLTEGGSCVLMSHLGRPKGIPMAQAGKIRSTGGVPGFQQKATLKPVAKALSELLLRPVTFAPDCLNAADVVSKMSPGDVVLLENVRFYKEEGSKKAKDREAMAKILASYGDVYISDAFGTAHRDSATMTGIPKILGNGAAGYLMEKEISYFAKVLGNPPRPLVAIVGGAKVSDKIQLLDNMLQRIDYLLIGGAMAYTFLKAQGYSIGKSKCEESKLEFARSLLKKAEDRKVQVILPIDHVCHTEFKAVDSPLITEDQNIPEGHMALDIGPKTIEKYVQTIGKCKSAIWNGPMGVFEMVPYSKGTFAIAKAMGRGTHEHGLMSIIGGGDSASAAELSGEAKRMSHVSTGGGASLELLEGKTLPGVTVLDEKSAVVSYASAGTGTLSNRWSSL
#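 Luminescent ATP detection (Kinase-Glo Plus) follows a 60-minute room-temperature incubation, with wells lacking PGK as controls. Buffer: 100 mM TEA (pH 7.6), 5 mM MgCl2, 0.01% Tween-20. Coupling enzyme GAPDH (100 nM final) supplies unstable 1,3-BPG in-well.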
# BAZ2B inh – BAZ2B (human) inhibition | 4.4% of 360,000 active | AlphaScreen BAZ2B-H3K14Ac peptide displacement | Potency, µM (doses to about 114 µM), for the others: top-dose activity change, negative = inhibition, most hits filed as inhibitors; further: on the % scale 0 is the no-effect control and ±100 the full control effect; nearly all actives have a fitted effect of over 60% in size
#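 Inhibition is scored as reduced AlphaScreen emission. The BAZ2B/b-H3(5-23)K14Ac complex (50 nM each) in PBS pH 7.4, 0.01% Tween-20 meets compound (up to 110 uM) for 30 min at RT before bead addition.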
# POLI inh – DNA polymerase iota (human) inhibition; Q9UNA4; Pol iota fluorescent replication assay, 10 min; Potency, µM (top dose mostly 115 µM), without a hit: at the top dose activity, negative = inhibition, usual class: inhibitors; 1% of 390,000 active; AID 588590
#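 Fluorescent replication assay read twice, at 0 min and 10 min after adding 50 nM (final) substrate. Enzyme (10 nM) and compounds were first incubated 15 min at room temperature; enzyme-free buffer wells were negative controls.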
# BLM helicase inh – Bloom syndrome helicase (human) inhibition | Potency, µM (series often up to 56.1 µM), without a hit: at the highest dose activity change, negative = inhibition, actives largely listed as inhibitors | 0.2% of 350,000 active | P54132 | AID 2528 | recombinant BLM DNA unwinding, fluorescence dequenching;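 further: plate controls were vehicle for no effect and no enzyme for full effect; nearly all actives have a fitted effect of over 35% in size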
# G9a block – inhibitors of human histone lysine methyltransferase G9a | Potency, µM (highest dose often 102 µM), inactives show at the highest dose activity, negative = inhibition, hits mostly inhibitors | Q96KQ7 | 8.8% of 350,000 active | AID 504332 | G9a H3K9 monomethylation, AlphaScreen, 2 h; further: on the % scale 0 is the no-effect control and ±100 the full control effect; nearly all actives have a fitted effect of over 75% in size
#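 Compounds were preincubated with 20 nM G9a for 15 min, after which biotinylated H3K9 peptide (500 nM) and SAM (20 uM) started a 2 h room-temperature reaction. Monomethylated product was quantified by antibody-based AlphaScreen chemiluminescence.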
# GLS inhibitor – blocks human kidney-isoform glutaminase activity; O94925; GLS enzymatic activity, qHTS titration; Potency, µM (series often up to 45.5 µM), for inactives: top-dose activity change, negative = inhibition, usual class: inhibitors; 0.21% of 410,000 active; further: on the % scale 0 is the no-effect control and ±100 the full control effect
#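 Two-point fluorescence kinetic (t0, 30 min RT) for hKGA; glutamate detected via glutamate oxidase–HRP–Amplex Red. Substrate: 1 mM L-glutamine solution; buffer 45 mM KH2PO4, pH 8.2.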
# HP1b binding inh – inhibitors of HP1-beta chromodomain binding to methylated histone tails | AlphaScreen HP1-beta / biotin-H3K9me3 peptide binding | 0.56% of 390,000 active | Potency, µM (titrated, usually from 114 µM), for the others: at the highest dose activity change, negative = inhibition, usual class: inhibitors | P83916; further: nearly all actives have a fitted effect of over 70% in size; inactives centre near 23
# Target sequence (P83916 whole entry, looked up): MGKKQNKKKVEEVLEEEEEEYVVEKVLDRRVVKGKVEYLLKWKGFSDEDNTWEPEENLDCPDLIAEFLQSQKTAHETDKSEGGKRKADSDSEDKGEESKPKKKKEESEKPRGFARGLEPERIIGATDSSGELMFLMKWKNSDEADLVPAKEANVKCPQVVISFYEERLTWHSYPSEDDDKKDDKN
#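 HP1-beta protein (50 nM final) preincubated 30 min at room temperature with biotinylated H3(1-18)K9me3 peptide (50 nM) in PBS pH 7.4, 0.01% Tween-20, then compound added for 30 min. AlphaScreen streptavidin donor/nickel chelate acceptor beads (10 ug/mL final), 30 min dark, luminescence read.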
# * marks the source's active call; other numbers are inactive results; i = inactive; ? = inconclusive; . = no result given; & = joins results of further samples; [ ] = another dose, or the depositor's remark. Unless noted, the call rests on the fitted dose curve; in most records, active means well fitted curve in the direction sought with a large enough effect; inconclusive means small, poorly fitted or top-dose-only effect, or another doubt; inactive means no such curve, though single readings can be large; an effect the other way counts as inactive or inconclusive. Potency means the concentration at half of the fitted maximal effect. Some of the compounds tested; the hit share may differ from the screen's.
Pin1 inh	JMJD2A Tudor	PGK inhibitor	BAZ2B inh	POLI inh	BLM helicase inh	G9a block	GLS inhibitor	HP1b binding inh	Molecule
-9%	-7%	-5%	4%	127%[activator]	-2%	20%[59 µM]	1%	9%	COc1ccccc1N(CC(=O)NC1CCCC1)C(=O)CCC(=O)Nc1ccccn1
11%	14%	-3%	0%	-3%	1%	14%[59 µM]	2%	25%	CCOC(=O)CCCCNCc1ccccc1
7%	-15%	0%	?	15%	-1%	-15%	17%	19%	CNC(=O)C1=C(C)n2c(nc3ccccc32)NC1c1ccc(OC)cc1 (stereo unspecified)
2%	-7%	0%	3%	52%[activator]	2%	23%	3%	41%[activator]	CSc1ncccc1C(=O)Nc1ccncc1
29%	-1%	-3%	27%	25%	.	-29%	-3%	24%	COc1cccc(C(=O)OCC(=O)c2ccc(S(=O)(=O)N3CCCCC3)cc2)c1OC
-4%	-10%	-1%	-2%	13%	-3%	.	23%	22%	O=C(CN1CCN(c2ccc([N+](=O)[O-])cc2Cl)CC1)N1CCOCC1
6%	-10%	19%	-36%	8%	-5%	24%	-8%	18%	Nc1c(-c2ccc(Cl)cc2)cnn1-c1cccc([N+](=O)[O-])c1
6%	-4%	0%	0%	?	-5%	?	5%	36%	Cc1ccc(OC(=O)CSc2nnc(-c3cccs3)o2)cc1C
-3%	-17%	i	.	11%	.	.	2%	21%	CCc1cc2c(SCC(=O)NC3CC3)ncnc2s1
7%	7%	6%	-4%	2%	.	16%[12.7 µM]	0%	37%	CC1CCCCC12NC(=O)N(CC(=O)OCc1cccc(F)c1)C2=O (stereo unspecified)
2%	-31%	-4%	-27%	-5%	32%[activator]	?	0%	15%	Cc1ccc(C(=O)N/C(=C\c2ccc(-c3ccc(Cl)cc3)o2)C(=O)NCCCN(C)C)cc1
0%	?	-3%	8%	17%	1%	33%[59 µM]	-3%	42%[activator]	C/C(=N\NC(=O)C1CCCN(S(=O)(=O)c2ccccc2)C1)c1cccnc1 (stereo unspecified)
-1%	-1%[11.4 µM]	5%	-35%	?	-2%	50µM*	-15%	16%	O=C(/C=C/c1ccccn1)c1cc(Cl)cc(Cl)c1O
-1%	-18%	i	-2%	2%	-3%	20%[59 µM]	7%	34%[activator]	CC1CCN(C(=O)Cn2c(=O)n(CCCCCC(=O)NCc3ccccc3Cl)c(=O)c3sccc32)CC1
0%	-27%	-5%	-5%	10%	-6%	41%[12.7 µM]	-8%	20%	Cc1ccc(NC(=O)C(C)N2C(=O)C3C4CC(C(Br)C4Br)C3C2=O)cc1 (stereo unspecified)
-6%	-36%	2%	-35%	14%	-5%	?	21%	?	O=C(NNC(=S)Nc1cccc2ccccc12)c1cccc(Br)c1
?	-1%	-2%	0%	-20%	-7%	-1%[59 µM]	-12%	48%	CCn1c(CSc2nnc3ccccn23)nc2cc(C(=O)O)ccc21
-1%	-29%	-5%	-20%	-7%	-3%	7%	3%	-10%	COc1ccc(C(CNc2ncnc3sc(C)c(C)c23)N(C)C)cc1 (stereo unspecified)
10%	-22%	i	.	-1%	-1%	21%[59 µM]	21%	22%	CCOc1cc(N2CCOCC2)c(OCC)cc1NC(=O)COC(=O)c1cc(C)oc1C
-9%	5%	-7%	4%	26%	-5%	23%	1%	4%	COc1cc(OC)cc(C(=O)NCCCNC(=O)c2cccnc2)c1

# Compound profiles (already shown).
# Results for O=C(/C=C/c1ccccn1)c1cc(Cl)cc(Cl)c1O → Pin1 inh: -1%; JMJD2A Tudor: -1%[11.4 µM]; PGK inhibitor: 5%; BAZ2B inh: -35%; POLI inh: ?; BLM helicase inh: -2%; G9a block: 50µM*; GLS inhibitor: -15%; HP1b binding inh: 16%
# Results for O=C(NNC(=S)Nc1cccc2ccccc12)c1cccc(Br)c1 → Pin1 inh: -6%; JMJD2A Tudor: -36%; PGK inhibitor: 2%; BAZ2B inh: -35%; POLI inh: 14%; BLM helicase inh: -5%; G9a block: ?; GLS inhibitor: 21%; HP1b binding inh: ?

# Next compounds:
Pin1 inh	JMJD2A Tudor	PGK inhibitor	BAZ2B inh	POLI inh	BLM helicase inh	G9a block	GLS inhibitor	HP1b binding inh	Molecule
-10%&-1%	-6%&-9%	-6%&7%	0%	22%&-2%	1%&-2%	-10%	2%&3%	4%&24%	COCCn1cc(C(=O)NCCCOC(C)C)c2c3ccccc3n(C)c2c1=O
6%	-16%	i	.	20%	.	.	5%	24%	CC(C)CNC(=O)/C=C/C=C/c1ccc2c(c1)OCO2
6%	-6%	4%	-21%	142%[activator]	-7%	?	0%	40%[activator]	Cc1ccccc1-c1noc(CCC(=O)NCc2ccco2)n1
2%	-22%	-5%	-4%	7%	-7%	10µM*	3%	-3%	CC(OC(=O)CNS(=O)(=O)/C=C/c1ccccc1)C(=O)Nc1ccc(S(=O)(=O)N2CCCC2)cc1 (stereo unspecified)
41%[activator]	-25%	-5%	-18%	104%[activator]	-6%	-3%	33%[activator]	-1%	CN(c1ccc(OCC(=O)OCC(=O)NCc2ccco2)cc1)S(=O)(=O)c1ccc2ccccc2c1
4%	-4%	0%	-3%	11%	2%	-1%[59 µM]	23%	25%	O=S1CC/C(=N\O)c2ccccc21 (stereo unspecified)
-1%	-7%	-2%	-3%	-2%	-1%	16%	-5%	17%	COc1ccc(C(=O)N/N=C(/C)c2cccc(NC(=O)c3ccccc3F)c2)cc1
0%	-9%	-4%	?	105%[activator]	-3%	-40%	2%	13%	CCOc1ccc(NC(=O)CC2C(=O)N(c3ccccc3)C(=O)N2Cc2ccco2)cc1 (stereo unspecified)
-1%	-20%	-6%	8%	?	0%	1%	9%	0%	N=C1C(c2ccccc2)=C(O)CN1CCO
-8%	-4%	-4%	-14%	6%	-1%	-22%	0%	31%	Cc1ccc(C)c(C(=O)NC(C)CCc2ccccc2)c1 (stereo unspecified)
-1%	-2%	-5%	-1%	-6%	-4%	8%	0%	9%	C[C@H](NC(=O)c1ccco1)C(=O)N1CCCC1
-3%	-24%	-3%	-32%	44%	-2%	-9%	12%	25%	CCCn1nc(NS(=O)(=O)c2ccccc2[N+](=O)[O-])c2cc3ccccc3nc21
-13%	10%	-13%	1%	2%	-2%	3%[59 µM]	-5%	16%	CSc1nnc(-c2cccs2)n1-c1ccccc1
2%	-11%	-6%	-13%	35%[activator]	1%	10%	7%	30%	COc1ccc(NC(=O)COC(=O)c2cccc(S(=O)(=O)N(C)C)c2)cc1
6%	40µM*	0%	?	12%	-4%	18µM*	6%	?	N#CCCN1CCN(C(=S)c2ccc(-c3cc(Cl)ccc3Cl)o2)CC1
9%	-9%[11.4 µM]	-2%	?	14%	2%	.	6%	33%	CCN(CC)C(=O)COc1ccc(N(C)S(=O)(=O)c2ccc(NC(C)=O)cc2)cc1
1%	-6%	-2%	-1%	21%	.	2%[0.501 µM]	0%	35%	CC(OC(=O)CNS(=O)(=O)c1ccc(C#N)cc1)C(=O)Nc1cccc(C#N)c1 (stereo unspecified)
-6%	3%	i	18%	20%	2%	-7%	-3%	27%	CN(CC(=O)N1CCCCC1)S(=O)(=O)c1ccc(Cl)cc1
?	-20%	4%	-11%	?	-18%	-23%	16%	16%	C#CCOc1c(/C=C\c2nc(O)c([N+](=O)[O-])c(=O)[nH]2)cc(Br)cc1OC
1%	0%	0%	-5%	2%	1%	5%[59 µM]	7%	10%	Cc1c(NC(=O)CSc2nnc(N)s2)c(=O)n(-c2ccccc2)n1C
-4%	-4%	-2%	-14%	7%	-2%	4%[59 µM]	1%	40%	CCN(CC)C(=O)/C(=C/c1ccc(F)cc1)NC(C)=O
8%	-8%	4%	-2%	3%	.	?	8%	27%	Cc1nc(SCC(=O)NC2CCCCC2C)c(C#N)c(C)c1C (stereo unspecified)
2%	108%[activator]	i	112%[activator]	?	-14%	49%[59 µM]	1%	148%[activator]	COc1ccccc1Cc1noc(-c2cc(Cl)ccc2OC)n1
15%	-22%	2%	-25%	44%[activator]	0%	?	3%	34%	CCSc1nnc(NC(=O)c2cc3c(s2)CCCC3)s1
-5%	-5%	i	12%	9%	0%	20%	2%	49%[activator]	CC(C)C(=O)NNC(=O)c1ccccn1
0%	9%	1%	1%	7%	-7%	-4%[59 µM]	1%	45%[activator]	COc1ccc(-c2nc(SC)n(C(=O)c3ccco3)n2)cc1
2%	3%	0%	-21%	9%	-2%	31%	1%	50%	O=C(CSc1ccc(-c2cccnc2)nn1)Nc1ccc(F)cc1
69%[activator]	-14%[57.1 µM]	-14%	-5%	-6%	-7%	-26%	-1%	29%	Cc1[nH]c2ccccc2c1C(=O)CSc1nc2cc(S(=O)(=O)N3CCCCC3)ccc2o1
-5%	-5%	i	-16%	62%[activator]	-1%	2%	8%	11%	COc1ccccc1CNC(=O)C1CCCC1
2%	-21%	-5%	-9%	-13%	3%	8%[0.0925 µM]	5%	15%	Cc1oc(-c2ccccc2F)nc1CS(=O)(=O)CC(=O)NCCCN1CC(C)CC(C)C1 (stereo unspecified)
-1%	-10%	4%	-25%	-27%	-4%	-40%	20%	39%[activator]	NNC(=O)CSc1cccc2cccnc12
2%	29%	-2%	37%	12%	-6%	13%[59 µM]	2%	36%	Cc1cccc(Cn2c(-c3ccccc3)nc3ccccc32)c1
-5%	-5%	-5%	18%	0%	5%	0%[59 µM]	-12%	49%[activator][57 µM]	CCOC(=O)c1noc2nc(C)n(Cc3cccc([N+](=O)[O-])c3)c(=O)c12
18%	-18%	-1%	-10%	11%	-11%	0%[59 µM]	-6%	64%[activator]	C[C@@H]1CC=C[C@H]2[C@H]1C(=O)N(Cc1ccccc1)[C@H]2c1ccc(-c2ccoc2)cc1F
-4%	-5%	i	-10%	10%	-2%	7%	-1%	27%	O=C(CCCc1ccccc1)NCCc1ccccc1
-1%	-4%	i	-16%	10%	-9%	12%	-4%	36%[activator]	Cn1c(=O)c2c(ncn2CC(=O)OCC(=O)c2ccc(F)c(F)c2)n(C)c1=O
